# Screening data: PubChem BioAssay, several laboratories
# BoNT-A LC inh2 = blocks Botulinum neurotoxin A light chain protease; inhibition, % at 10 µM; multiplex microsphere protease substrate cleavage, flow cytometry; 360,000 compounds, 0.17% hits; in the data active = inhibition above about 30%; inconclusive = no clear call, values can overlap the other calls; note: plate controls were buffer without enzyme for full effect and enzyme alone for no effect
# Mtb UGM inh = inhibitors of M. tuberculosis UDP-galactopyranose mutase; P9WIQ1; purified UGM, fluorescence polarization probe displacement; inhibition, % at 10 µM; 320,000 compounds, 0.06% hits; in the data active = inhibition above about 10%, passing the limit was not always enough; inconclusive = no clear call, values can overlap the other calls
# Target sequence (P9WIQ1 whole entry, looked up): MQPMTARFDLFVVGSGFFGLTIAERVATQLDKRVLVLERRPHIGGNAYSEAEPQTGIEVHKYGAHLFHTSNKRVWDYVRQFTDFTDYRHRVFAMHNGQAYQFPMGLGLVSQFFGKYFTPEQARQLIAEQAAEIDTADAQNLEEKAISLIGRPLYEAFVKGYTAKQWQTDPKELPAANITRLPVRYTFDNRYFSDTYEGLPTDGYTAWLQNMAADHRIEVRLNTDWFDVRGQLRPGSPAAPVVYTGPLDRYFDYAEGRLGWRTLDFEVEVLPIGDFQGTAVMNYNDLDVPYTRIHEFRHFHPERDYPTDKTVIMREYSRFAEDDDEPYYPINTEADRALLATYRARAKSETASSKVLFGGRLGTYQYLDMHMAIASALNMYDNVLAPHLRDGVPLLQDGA
# GDH-TPI inh = inhibits GDH-TPI coupling enzymes, artifact for Mtb FBA screen; GDH-TPI coupled enzyme counterscreen, NADH absorbance; inhibition, % at 4.8 µM; 360,000 compounds, 1.2% hits; AID 588335;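 note: 0% = DMSO wells and 100% = wells lacking the enzyme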
# BoNT-F LC inh = blocks Botulinum neurotoxin F light chain protease | inhibition, % at 10 µM | 360,000 compounds, 0.22% hits | AID 588497 | Multiplex microsphere protease cleavage assay, flow cytometry; in the data active = inhibition above about 35%, passing the limit was not always enough; inconclusive = no clear call, values can overlap the other calls; note: plate controls were buffer without enzyme for full effect and enzyme alone for no effect
# PrPC surface inh = reduces human prion protein on the cell surface; P04156; cell surface PrPC, TR-FRET read-out; inhibition, % at 13.8 µM; 370,000 compounds, 0.43% hits; AID 720596; in the data active = inhibition above about 24%; note: 0% = median of the test wells and 100% = reference compound wells
# BioA inh = blocks M. tuberculosis BioA enzyme activity | purified M. tuberculosis BioA enzyme, plate reader | inhibition, % at 9.99 µM | 360,000 compounds, 0.096% hits; in the data active = inhibition above about 40%; inconclusive = no clear call, values can overlap the other calls
# FadD28 FP inh = inhibitors of Mycobacterium tuberculosis FadD28 bisubstrate binding. AID 588549. 360,000 compounds, 0.22% hits. inhibition, % at 12.5 µM. FadD28 bisubstrate probe binding, fluorescence polarization; in the data active = inhibition above about 8.5%, passing the limit was not always enough; inconclusive = no clear call, values can overlap the other calls
# Mtb FBA inh = Mtb fructose-bisphosphate aldolase inhibition | purified M. tuberculosis FBA, fluorescence read-out | inhibition, % at 1 µM | 360,000 compounds, 2.3% hits | AID 588726; in the data active = inhibition above about 27%;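 note: 0% = vehicle and 100% = reference inhibitor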
# Target sequence (P9WQA3 whole entry, looked up): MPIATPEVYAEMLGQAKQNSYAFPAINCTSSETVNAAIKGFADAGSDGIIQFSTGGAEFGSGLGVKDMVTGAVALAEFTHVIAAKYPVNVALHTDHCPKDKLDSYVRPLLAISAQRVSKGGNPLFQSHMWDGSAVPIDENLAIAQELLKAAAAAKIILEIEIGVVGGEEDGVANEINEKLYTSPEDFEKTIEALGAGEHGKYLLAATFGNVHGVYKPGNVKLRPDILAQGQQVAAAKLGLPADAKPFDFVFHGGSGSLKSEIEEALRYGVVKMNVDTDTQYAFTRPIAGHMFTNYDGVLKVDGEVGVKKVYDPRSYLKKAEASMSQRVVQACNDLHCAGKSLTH
# CCHF vOTU inh = CCHFV vOTU protease inhibition; 370,000 compounds, 0.55% hits; inhibition, % at 11.5 µM; Pep-AMC fluorescence; AID 651958; note: 0% = vehicle wells with enzyme and 100% = no enzyme wells
# * hit, by the source's call; ? = inconclusive; . = no result given. Cut-off read from the data, not from the text of the source, unless noted: active = inhibition above about 30%; inactive = the rest.
SMILES,BoNT-A LC inh2,Mtb UGM inh,GDH-TPI inh,BoNT-F LC inh,PrPC surface inh,BioA inh,FadD28 FP inh,Mtb FBA inh,CCHF vOTU inh
CCc1cc2cc(C(=O)N3CCN(Cc4ccccc4)CC3)sc2s1,-0.8,0.1,-4,2,-1,.,-4.3,1,11
Cc1cc(NC(=O)/C=C/C(=O)N(CC(=O)NC2CCCC2)c2cccc3ccccc23)no1,-0.6,-0.8,-3,-2,-1,-0.1,-3.5,2,5
O=C(Nc1ccc2c(c1)OCO2)c1cc(C2CCCCN2C(=O)OCCF)on1 (configuration not stated),0.2,.,-9,-2,9,10,1.7,2,12
Cc1ccc(S(=O)(=O)Nc2ccc(C(=O)OCC(=O)N(CCC#N)c3ccccc3)cc2)cc1C,1.4,-0.7,-2,4,1,-1.5,-4.4,4,11
Cc1cccc(C)c1NC(=O)CN(C)C(=O)C1CC1C (configuration not stated),-0.5,.,-7,4,7,0.5,-0.6,0,5
O=C(/C=C/[C@H]1O[C@@H](n2cnc3c(NC(=O)c4ccccc4)ncnc32)[C@H](O)[C@@H]1O)NCC(c1ccccc1)c1ccccc1,-0.4,.,.,-3,-3,-0.2,-6.0,2,-5
COc1cc(/C=C/c2ccc3c([N+](=O)[O-])cccc3n2)ccc1OCC(=O)O,-0.1,4.5,39*,-3,-10,0.5,-1.9,-4,-9
Cc1nn2c(NCc3cccnc3)c3c(nc2c1-c1ccccc1)CCC3,0.6,0.9,0,?,4,0.6,-3.6,1,4
Cc1ccc(CNC(=O)[C@H]2O[C@@H](n3ccc(N)nc3=O)[C@H](O)[C@@H]2O)o1,1.0,.,.,-1,0,-1.5,-0.2,1,4
Oc1ccccc1/C=N/NC1=NCCCCC1,-0.1,-3.3,8,-3,1,-2.5,-3.4,-1,-7
CN(CC(=O)Nc1cccc(F)c1)C(=O)c1ccccc1-n1cnnn1,4.8,.,2,?,-6,.,-0.9,6,1
CC(=O)c1ccc(NC(=O)N[C@@H](Cc2ccccc2)C(=O)O)cc1,1.4,4.5,3,8,4,4.9,-0.2,0,13
COc1cccc2c(SCC(=O)N/N=C/c3ccc(O)c(O)c3)cc(C)nc12,-1.7,-0.1,14,-11,-4,.,-3.4,-1,-5
COc1cccc(C2C(C#N)=C(N)OC3=C2C(=O)CCC3)c1OC(=O)c1ccco1 (configuration not stated),0.1,2.8,17,-12,-4,-0.8,-0.2,3,9
Fc1ccccc1CN1CCCC(NC2CCC2)C1 (configuration not stated),?,-1.4,15,?,7,3.5,0.6,2,-8
COc1ccccc1/C=C(\C#N)C(=O)c1cccn1C,-7.0,2.3,1,-19,-4,.,-0.4,1,9
S=c1[nH]c2cnccc2n1Cc1ccccc1,-2.8,-0.3,-1,-4,-4,-3.0,0.8,4,-9
Cc1ccc(-n2c(SCC(=O)NCc3cccs3)nnc2-c2ccoc2C)cc1,-0.3,-2.3,-1,5,-2,6.9,-0.4,-3,8
Cc1cccc(C)c1NC(=O)CNc1ccccc1,0.1,-3.0,2,-4,0,1.1,-2.8,-1,12
CCOc1ccccc1NC(=O)Nc1ccc(Br)cn1,0.1,0.2,-3,-3,0,-2.6,-0.5,-1,-2
CC[C@]1(C(=O)OC)[C@H]2C(=O)N(C)C(=O)[C@H]2[C@H]2CN=C(SCc3ccc(C)cc3)N21,0.0,.,10,3,-4,0.5,-4.2,-2,-5
COc1ccc2[nH]c(=O)c(C(c3nnnn3C3CCCC3)N3CCN(Cc4ccc5c(c4)OCO5)CC3)cc2c1 (configuration not stated),1.6,-0.6,3,3,-8,-0.2,-0.3,16,-15
CC(C)c1ccc(/C=N/NC(=O)c2nnn(-c3nonc3N)c2CSC2=NCCS2)cc1,0.1,1.4,1,-7,7,.,-1.5,-3,-2
OCCC1CN(C2CSCCSC2)CCN1Cc1ccccc1 (configuration not stated),-0.2,0.6,1,2,-7,0.8,-0.8,-1,-3
CCOC(=O)c1nc(Nc2ccc(Nc3ccccc3)cc2)c2ccccc2n1,0.0,.,-4,-3,-10,.,-1.4,1,17
CC(=O)c1c[nH]c2ccc(C)cc2c1=O,-0.2,-1.1,20,2,2,-0.2,0.7,12,-2
COCCCNC(=S)N1CCN(c2nc3ccccc3s2)CC1,-1.2,-0.9,-6,-7,6,.,-1.5,1,3
CCNC(=S)N1C2CCC1CC(NC(=O)Nc1ccc(C(=O)OCC)cc1)C2 (configuration not stated),-0.6,-0.3,-10,-6,0,0.5,-2.1,-1,-2
CCOc1ccccc1NC(=O)CN(C)S(=O)(=O)c1ccc(OC)c(C)c1,-0.6,-1.7,-2,-3,1,-0.4,0.3,-2,-5
CCOC(=O)c1cccc(COC(=O)c2cccc(-c3nnc(-c4ccccc4)o3)c2)c1,0.2,2.1,1,-8,-3,.,1.1,5,-12
COc1ccccc1N1CCN(C(=O)Cc2c(C(=O)O)[nH]c3ccc(Cl)cc23)CC1,-0.5,-1.1,5,-8,8,.,-0.7,5,-7
CCOC(=O)/C(C(N)=NC(C)C)=C(\O)c1ccccc1,-0.4,0.4,1,2,0,.,-2.9,1,-3
CC1(C)N([O-])C2=C(c3ccccc3C2=O)[N+](=O)C1(C)C,-0.5,0.7,28,-3,-4,0.5,-0.9,-1,11
COc1ccc(CNC(=O)c2cccc(NC(=O)CC3SC(N4CCCCC4)=NC3=O)c2)cc1 (configuration not stated),0.2,0.4,3,4,-5,-1.1,-3.4,0,-5
O=S(=O)(c1ccc(Cl)cc1)c1nc(-c2ccccc2F)oc1NCCN1CCOCC1,2.4,0.8,7,4,.,0.5,-4.4,-2,.
COc1cc(C2N3CC4(C)CN2CC(C)(C3)C4)ccc1O (configuration not stated),1.3,2.1,17,-1,5,3.0,-0.2,-1,8
Cc1cccc(-n2ccnc2SCC(=O)c2c(N)n(C3CC3)c(=O)[nH]c2=O)c1C,0.7,2.3,3,-2,7,-1.7,.,1,1
CN1CCN(c2ccc(NC(=O)c3ccc(Br)o3)cc2)CC1,2.7,0.6,8,-19,5,-0.1,-0.5,0,5
CCOc1ccc(C(=O)N(c2ccccn2)C2CCCCC2)cc1,-0.6,-0.1,1,-1,-2,1.5,-1.8,0,-10
CCOC(=O)c1cccc2c1-c1ccccc1/C2=N/O,2.3,0.3,2,12,0,0.7,-11,-2,8
COc1ccc(N2C(=O)N3[C@H](c4ccc(Br)cc4)[C@@H]4C(=O)N(C(C)(C)C)C(=O)[C@@H]4[C@]3(Cc3ccccc3)C2=O)cc1,-1.5,2.0,11,1,5,-2.0,-2.6,4,19
COC(=O)C1C2C=CC3(CN(C(C)c4ccc(OC)cc4)C(=O)C13)O2 (configuration not stated),0.7,0.2,-3,-16,-5,-3.0,0.5,3,11
CC1(C)CC=C(NNC(=O)c2cccnc2)C(=O)C1,0.0,2.6,14,5,-3,-9.2,-0.8,1,5
CC(CC(C#N)(c1ccccc1)c1ccccc1)N1CCOCC1 (configuration not stated),-0.2,.,-11,-3,0,1.3,-3.6,0,0
COc1ccc(S(=O)(=O)N(C)CC(=O)N2CCCC2)cc1,-4.2,-1.2,2,?,2,4.7,-0.6,-1,1
CCOC(=O)c1c(C)[nH]c(C)c1S(=O)(=O)N(C)CC(=O)NCc1cccc(C)c1,3.6,-0.5,0,18,-3,0.1,-0.4,0,19
CC1CN(C(=O)CCC(=O)NCc2ccccc2Cl)c2ccccc2S1 (configuration not stated),-0.2,5.0,9,-1,5,-0.1,-2.3,3,3
O=C1N/C(=N\S(=O)(=O)Cc2ccccc2)S/C1=C/c1cc([N+](=O)[O-])ccc1O,1.8,-4.6,39*,-13,-14,.,15*,-34,9

# In the list so far, 3 contain a Cl atom:
SMILES,BoNT-A LC inh2,Mtb UGM inh,GDH-TPI inh,BoNT-F LC inh,PrPC surface inh,BioA inh,FadD28 FP inh,Mtb FBA inh,CCHF vOTU inh
COc1ccccc1N1CCN(C(=O)Cc2c(C(=O)O)[nH]c3ccc(Cl)cc23)CC1,-0.5,-1.1,5,-8,8,.,-0.7,5,-7
O=S(=O)(c1ccc(Cl)cc1)c1nc(-c2ccccc2F)oc1NCCN1CCOCC1,2.4,0.8,7,4,.,0.5,-4.4,-2,.
CC1CN(C(=O)CCC(=O)NCc2ccccc2Cl)c2ccccc2S1 (configuration not stated),-0.2,5.0,9,-1,5,-0.1,-2.3,3,3

# Following part
SMILES,BoNT-A LC inh2,Mtb UGM inh,GDH-TPI inh,BoNT-F LC inh,PrPC surface inh,BioA inh,FadD28 FP inh,Mtb FBA inh,CCHF vOTU inh
COc1cccc(C(=S)N2CCCC2)c1OC,-2.0,1.7,10,-12,2,-0.5,0.2,2,-12
CCc1ccc(NC(=O)CCN2C(=O)c3cccnc3C2=O)cc1,-1.0,1.1,-10,-3,2,-1.7,-2.6,2,4
CCCC(=O)Nc1ccc(Br)c(Cl)c1,0.2,1.8,6,-11,-2,.,-2.5,3,2
CC(C)CNC(=O)c1ccccc1NC(=O)CN(c1ccc2c(c1)OCCO2)S(C)(=O)=O,0.1,0.2,5,-1,-4,-3.4,0.8,-3,-15
COc1ccc(CCC(=O)NNC(=O)Cn2nc(C)cc2C)cc1,-2.7,-3.8,4,-11,2,-0.3,1.2,0,21
C/C=C/c1ccc(OCCCCN2CC(C)CC(C)C2)c(OC)c1 (configuration not stated),-1.2,0.8,11,-2,7,-0.3,-0.8,4,-1
O=C(NCc1ccc2c(c1)OCO2)c1nc(S(=O)(=O)Cc2ccccc2F)ncc1Cl,0.8,-2.6,5,4,-8,-10,-3.9,0,8
CC1CCN(c2ccc3c(c2)S(=O)(=O)c2cccc(C(=O)NC[C@@H]4CCCO4)c2C3=O)CC1,2.1,-0.3,-2,-6,-32,-5.3,-2.5,-18,15
NC(=O)COc1ccc(C(=O)/C=C2/C(=O)Nc3ccccc32)cc1,0.3,1.4,5,?,-3,-0.6,-1.6,0,4
O=C(CCNS(=O)(=O)c1ccc(Br)s1)N1CCN(c2ccccc2)CC1,0.2,.,8,-10,-1,-0.9,-1.0,2,14
CCOc1ccc2nc3c(cc2c1)CN(CCCO)C(=NCCOC)S3,4.7,4.6,16,-5,14,1.4,-4.4,8,17
CC(=O)c1ccc(NC(=O)CC23CC4CC(C2)CC(n2nnc(C)n2)(C4)C3)cc1,0.3,-1.3,-3,-9,14,.,-5.0,4,7
COc1ccc(-c2ccc(CN3C(C)C(=O)N(Cc4cn(Cc5ccco5)nn4)CCS3(=O)=O)cc2)cc1 (configuration not stated),-0.3,.,-1,5,1,.,-2.4,-1,5
COc1ccc(NC(=O)C2=C(C)NC(=S)NC2c2ccc(O)c(OC)c2)cc1 (configuration not stated),-0.8,-2.0,-1,1,2,.,-5.6,1,-6
O=C(NC1CCN(Cc2ccccc2)CC1)c1c(F)cccc1F,1.2,-0.7,4,1,-7,-0.5,-0.6,2,1
O=C(Cn1ncc2c1-c1ccccc1OC2)Nc1cccc(Cl)c1,0.4,1.5,5,-5,10,-0.9,-4.4,0,6
O=C(NCc1ccco1)C(=O)N1CCCC1,-1.3,-0.6,4,-14,4,.,0.1,-1,9
O=C(NCc1n[nH]c(=S)n1-c1ccc(Br)cc1)c1ccc(S(=O)(=O)N2CCCC2)cc1,-0.3,0.5,0,-2,-1,1.1,-3.4,1,-20
O=C(NCCc1ccccc1)C1CCN(S(=O)(=O)c2cccs2)CC1,0.2,1.9,7,7,12,0.0,0.0,-2,0
Cc1ccc2c(C)c(C(=O)Nc3c(C)n(C)n(-c4ccccc4)c3=O)oc2c1,-0.3,-2.7,-2,10,2,-1.1,-2.3,-1,-2
COc1ccc(/C=N/OCC(=O)N=Nc2c(O)[nH]c3ccc(Br)cc23)cc1,-0.1,-1.0,11,1,0,.,-5.2,-3,-12
CCC1CCCCN1C(=O)c1sc2ncnc(N(CC)CC)c2c1C (configuration not stated),0.1,-2.8,13,0,17,1.3,1.5,6,1
C=CCN1C(c2ccccc2)=CS/C1=C(/C#N)c1nnc(N2CCOCC2)n1-c1ccccc1,0.0,2.2,4,-6,2,.,-1.7,1,-4
